# APJ ag: agonists of human APJ apelin receptor | actives 0.11% (n = 330,000) | CHO-K1 APJ PathHunter beta-arrestin, luminescence; 0% DMSO wells, 100% apelin | activation, % at 20 µM;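 active = activation more than six SD over the plate average, tested at 20 µM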;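 note: 0% = DMSO alone and 100% = apelin-13 at 10 nM; some results filed as inactive read as strong as hits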
# Target sequence (P35414 whole entry, looked up): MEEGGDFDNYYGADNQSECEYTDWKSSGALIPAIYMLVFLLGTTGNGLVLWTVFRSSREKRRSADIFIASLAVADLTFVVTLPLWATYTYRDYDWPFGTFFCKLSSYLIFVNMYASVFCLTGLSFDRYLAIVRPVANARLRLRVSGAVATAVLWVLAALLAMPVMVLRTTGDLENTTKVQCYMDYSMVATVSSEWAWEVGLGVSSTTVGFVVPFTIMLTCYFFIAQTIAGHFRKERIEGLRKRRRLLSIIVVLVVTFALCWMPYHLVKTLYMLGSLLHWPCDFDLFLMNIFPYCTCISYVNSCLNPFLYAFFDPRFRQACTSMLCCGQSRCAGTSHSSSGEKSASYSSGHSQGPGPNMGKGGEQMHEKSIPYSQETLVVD
#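 Assay system – PathHunter CHO-K1 APJ (AGTRL-1) beta-arrestin reporter cells · Compound – one dose, 20 µM compound, 1% DMSO · Timing – compound 90 min 25 °C, reagent 1 h · Measured by – luminescence from split beta-galactosidase complementation, Galacton Star/Emerald II substrate · Measure – beta-arrestin recruitment to APJ as agonist activity, luminescent signal · Benchmarks – DMSO vs Apelin-13 10 nM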
# 697 NFkB inh: inhibitors of the PMA/ionomycin-induced NF-kB reporter in 697 B cells. 697 B-cell NF-kB luciferase reporter, 16 h. actives 0.33% (n = 330,000). inhibition, % at 4 µM; in the data active = inhibition above about 35%
# APJ antag: antagonists of human APJ apelin receptor | CHO-K1 APJ beta-arrestin complementation, luminescence | inhibition, % at 20 µM | actives 0.32% (n = 330,000) | AID 2521;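 active = inhibition above about 40% at 20 µM, limit read from the data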;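 note: cells challenged with 10 nM apelin-13 agonist together with compound; plate controls were apelin-13 plus DMSO wells for no effect and DMSO wells lacking apelin-13 for full effect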
# tim23-1 inh: growth inhibitors of tim23-1 mutant yeast. S. cerevisiae tim23-1 growth, BacTiter-Glo luminescence, 24 h. inhibition, % at 20 µM. actives 1.3% (n = 330,000). AID 463212;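 active = growth inhibition of the mutant yeast at or above 50%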;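 note: temperature-sensitive mutant grown at 25 °C; plate controls were DMSO-treated mutant yeast for no effect and medium wells lacking yeast for full effect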
# Mdm2-MdmX inh: disrupts the human Mdm2-MdmX interaction. SaOS-2 split-luciferase Mdm2/MdmX complementation, luminescence. O15151+Q00987. inhibition, % at 8 µM. actives 3% (n = 330,000);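 active = inhibition of at least 50% at 8 µM in the primary screen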
# Jurkat NFkB inh: inhibitors of the PMA/ionomycin-induced NF-kB reporter in Jurkat cells | AID 435003 | actives 0.53% (n = 330,000) | PMA/ionomycin-induced NF-kB luciferase reporter, luminescence | inhibition, % at 4 µM; in the data active = inhibition above about 50%
# UPR XBP1 act: activators of adaptive arm of unfolded protein response (XBP1) | activation, % at 20 µM | AID 463104 | actives 0.33% (n = 330,000) | CHO-XBP1 luciferase reporter, IRE1-XBP1 UPR activation, luminescence; percent of tunicamycin response, DMSO as zero;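 active = versus positive control, 20 µM dose yields 30% or more activation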;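 note: 100% = tunicamycin at 10 µg/mL and 0% = DMSO only wells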
#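 Material: CHO cell line with stable XBP1 luciferase reporter; schedule: 16-18 h cell attachment at 37 °C, then 6 h compound exposure; signal: glow luminescence from Steady-Glo reagent; medium: serum-containing F12 medium, 10% FBS; benchmarks: tunicamycin 10 µg/mL and vehicle-only wells; read-out: percent activation relative to tunicamycin reference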
# CHOP UPR activ: activators of apoptotic arm of unfolded protein response (CHOP); CHO-CHOP luciferase reporter, UPR activation, luminescence; percent of tunicamycin response over DMSO baseline; activation, % at 10 µM; actives 0.34% (n = 330,000); AID 449763;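 active = at 10 µM dose, activation of 40% or more, normalized to positive control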;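 note: 100% = tunicamycin at 10 µg/mL and 0% = DMSO alone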
#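 Evaluation: % reporter activation, DMSO baseline versus tunicamycin full activation; System: CHO-CHOP luciferase reporter cell line; Input: 500 cells/well; Incubation: 6 h compound treatment, 37 °C; Measured by: Steady-Glo luciferase luminescence; Dosing: one dose, 10 µM in 0.5% DMSO; Buffer or medium: F12 medium, 10% FBS; Benchmarks: positive tunicamycin 10 µg/mL, negative DMSO alone.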
# An asterisk follows results filed as active; & = joins results of further samples.
SMILES,APJ ag,697 NFkB inh,APJ antag,tim23-1 inh,Mdm2-MdmX inh,Jurkat NFkB inh,UPR XBP1 act,CHOP UPR activ
CCOC(=O)c1ccc(NC(=O)N2CCc3ccccc32)cc1,-2,-92,-21,31,-281,-157,1,2.6
O=C(NNC(=O)c1ccc(-c2ccc([N+](=O)[O-])cc2)o1)c1ccncc1,2,3,-32,-4,-13,-3,-1,-0.2
Cc1cccc2sc(NNC(=O)c3cc(-c4cccs4)nc4ccccc34)nc12,-2,-7,9,32,82*,-6,-2,-0.1
Cc1ccc(CCNC(=O)Cn2ccc3cc(S(=O)(=O)N4CCCC4)ccc32)cc1,-1,-1,5,1,7,18,-2,1.0
COc1cccc2cc(C(=O)Nc3cccc(C)n3)c(=O)oc12,-4,24,-23,2,-18,6,-14,-10.0
CS(=O)(=O)N(CC(=O)NCC1CCCO1)c1cc(Cl)ccc1Cl (stereo not drawn),-1,16,11,-3,9,-10,-4,-1.1
O=C(CSc1nnc(NC(=O)C2CCC2)s1)Nc1ccccc1,2,-4,-1,8,6,-2,-2,2.0
O=[N+]([O-])c1cc(Cl)cc(/C=N/n2cnnc2)c1O,1,1,4,6,5,1,-3,0.9
CN(C)C1(CN=Cc2cc(Cl)cc([N+](=O)[O-])c2O)CCCCC1,-1,-2,24,36,13,-18,4,-0.1
COc1cc(C(=O)NN2C(=O)NC3(CCC(C)CC3)C2=O)ccc1OC(F)F (stereo not drawn),-2,-30,-13,6,-40,-15,0,0.6
CCC1CCCCN1C(=O)COC(=O)c1ccc(Br)o1 (stereo not drawn),-1,23,6,21,-13,13,0,2.1
CCc1ccc(NC(=O)c2cc(-c3ccc(F)cc3)on2)cc1,-4,-11,-5,-12,-38,-14,0,2.0
CC1CCN(S(=O)(=O)c2ccc(S(=O)(=O)NCC3COCCO3)cc2)CC1 (stereo not drawn),1,-12,4,-2,7,-8,-1,-0.5
O=C1Nc2ccc(Br)cc2C1(O)c1ccccc1 (stereo not drawn),-1,0,-17,11,9,-22,1,0.5
COc1ccc(CCNC(=O)COC(=O)/C=C/c2cccs2)cc1,0,3,-7,29,-1,-30,-2,-2.0
CCOC(=O)c1ccc(-n2c(CN3CCC(O)CC3)nc3ccc([N+](=O)[O-])cc3c2=O)cc1,-1,5,-8,0,8,-5,-1,-1.1
COC(CNC(=O)Cn1ncc2ccsc2c1=O)OC,-1,7,-4,7,13,-3,1,0.5
O=C(COCC(=O)NCc1ccccc1)NCc1ccccc1,-4,6,1,-4,12,6,1,-0.2
Cc1nn(C)c(-c2n[nH]c(=S)n2Cc2ccco2)c1Cl,-2,1,6,7,9,-2,-2,2.8
O=C(N/N=C/c1c(F)cccc1Cl)c1ccc(Cn2cc(Br)cn2)o1,-1,-10,-3,30,-5,7,1,5.3
COC(=O)c1cnc2c(C(F)(F)F)cccc2c1OC,2,-19,-11,0,23,-13,1,-4.7
Cc1c(C(=O)OCC(=O)NCC2CCCO2)oc2ccccc12 (stereo not drawn),0,1,2,6,-10,8,-1,0.3
NC(=O)CC(NC(=O)Cc1cccc2ccccc12)c1ccc(NC2CCCCC2)c([N+](=O)[O-])c1 (stereo not drawn),5,3,10,17,-16,10,0,0.7
O=C(NCCCn1ccnc1)Nc1ccc(Cl)cc1,-1,13,0,12,-37,-3,0,1.1
CCOCCCNc1nc2c(-c3ccccc3)nnn2c2ccccc12,-2,-20,2,-4,-10,-20,4,-1.6
# (more compounds)
SMILES,APJ ag,697 NFkB inh,APJ antag,tim23-1 inh,Mdm2-MdmX inh,Jurkat NFkB inh,UPR XBP1 act,CHOP UPR activ
COc1cc(/C=N/NC(=O)CN(Cc2ccccc2)S(=O)(=O)c2ccc3c(c2)OCCO3)ccc1O,0,-11,-4,12,-13,7,0,1.6
C=C(C)COc1ccc(-c2n[nH]c(C)c2-c2ccccc2)c(O)c1,-2,-14,-1,48,54*,19,0,-3.2
COc1ccc(S(=O)(=O)N(C)CC(=O)N2CCC(C(N)=O)CC2)cc1,0,-24,13,6,-36,-13,-3,-1.2
O=C(NCC(=O)N(c1ccccc1F)C(C(=O)NC1CCCC1)c1ccncc1)c1ccco1 (stereo not drawn),-1,12,20,7,23,3,2,0.3
Cc1cc(/C=C2/NC(=O)NC2=O)c(C)n1-c1cccnc1,-1,-9,-1,-7,-8,-1,1,4.8
NCCCC[C@@H](C(=O)N1CCNCC1)n1cc(CN)nn1,-2,20,4,0,5,8,2,-0.3
O=C(CCl)N1CCN(S(=O)(=O)Cc2ccccc2)CC1,-5,11,8,29,71*,-23,-8,13
CCOc1ccc(CC(=O)NCC(=O)NCc2cc(=O)n(C)c(=O)n2C)cc1,-2,5,2,3,27,12,-1,1.5
COc1ccc(NC(=O)C(=S)NC2CCCCC2)cc1,0,-141,-5,37,-183,-156,5,7.5
CCOC(=O)C1CCN(Cc2ccc(O)c(OC)c2)CC1,0,3,7,8,12,1,2,-1.3
Cc1cc(C(=O)CSc2nnc(C3COc4ccccc4O3)n2C)c(C)n1-c1ccc(F)cc1 (stereo not drawn),1,5,2,23,19,5,-3,0.8
CCOc1ccc(-n2c(SCC(=O)N3CCC(C(=O)O)CC3)nc3ccccc3c2=O)cc1,2,16,-5,11,-29,9,-1,1.3
O=C(O)C1Sc2[nH]c(=O)sc2C2c3cc(Cl)ccc3OC(=O)C12 (stereo not drawn),-2,0,4,19,10,-7,0,0.7
O=C(CN1CCOCC1)N1c2ccccc2Sc2ccccc21,-3,-6,-2,17,-6,-18,-1,2.8
O=C1C2C3CC(C2C(=O)N1c1cccc(Cl)c1)[C@H](O)C3O (stereo partly drawn),4,3,17,-1,-3,-4,-3,0.5
C=CCNC(=S)NCc1ccccc1OC,-3,2,10,0,25,-2,2,-2.0
CCOC(=O)c1ccc(NC(=S)NCc2ccccc2)cc1,-2,-16,8,39,-8,2,-1,2.6
C=C(C)CN(CC)c1nc(N)c(C#N)c(CC#N)c1C#N,3,-5,-21,8,15,-8,3,3.8
Cc1ccc(NS(=O)(=O)c2ccc(C(=O)NCC(c3ccco3)N3CCCCC3)cc2)cc1 (stereo not drawn),0,6,0,-1,10,12,3,-0.8
CCN(Cc1ccccc1)C(=O)CN1C(=O)COc2ccc(S(=O)(=O)NC3CCCC3)cc21,-8,-8,6,3,25,14,-2,-0.1
O=C(NCc1ccc(F)cc1)C1CCN(S(=O)(=O)c2cccc3nonc23)CC1,2,9,12,-5,31,11,-4,-0.8
O=C(NCCc1ccc(Cl)cc1)c1cccc(NC2=NC3CS(=O)(=O)CC3S2)c1 (stereo not drawn),-5,7,9,12,4,10,-1,-1.2
O=C(Nc1nnc(-c2ccco2)o1)C1CCCCC1,-2,4,-48,-9,13,-3,0,4.1
c1ccc2c(c1)nc1n2CCN1CCNC1CCCCC1,-2,10,18,-4,17,19,0,-0.5
O=C1NC2(CCCCCC2)N=C1c1ccc(Br)cc1,-3,-28,-12,10,-26,-9,2,2.8
# Other entries follow:
SMILES,APJ ag,697 NFkB inh,APJ antag,tim23-1 inh,Mdm2-MdmX inh,Jurkat NFkB inh,UPR XBP1 act,CHOP UPR activ
O=C(CSc1n[nH]c(-c2ccc(S(=O)(=O)NC3CCCCC3)cc2)n1)N1CCCC1,-5,10,2,-4,4,5,-3,-2.3
O=C(Nc1ccc(S(=O)(=O)N2CCOCC2)cc1)c1cc(-c2ccccc2O)n[nH]1,-4,-6,16,6,1,-7,1,-1.4
CC(C)Cc1nnc(NC(=O)CSc2nc(=O)cc(N)n2-c2ccccc2)s1,-1,16,14,13,-12,17,0,-0.3
O=C(NNC(=O)c1cc(-c2ccccc2Cl)nc2ccccc12)c1csc(N2CCOCC2)n1,-3,15,2,4,-34,12,-1,-0.3
O=C(CSc1ncccn1)Nc1ccc2c(c1)OCO2,-1,14,2,-3,-2,-9,-1,1.5
CC(=O)Nc1ccc(N=c2cc([N+](=O)[O-])cc(Cl)n2O)cc1,0,11,-41,8,18,9,-3,2.0
CN(C)CCNCc1ccc(OC2CCCC2)cc1,-1,14,-15,-11,-4,-5,0,0.2
CCn1cc(S(=O)(=O)CC(=O)Nc2cccc(C)c2)c2ccccc21,-3,15,8,12,34,3,-2,-1.3
CCOC(=O)c1c(C)[nH]c(C(=O)OCC(=O)c2c(N)n(C)c(=O)n(C)c2=O)c1C,0,-32,3,-12,-20,-15,-3,-2.1
O=C(Nc1ccc([N+](=O)[O-])cn1)C1CCCCC1,-2,7,-7,19,14,-12,-1,-2.8
CCCNC(=O)c1ccccc1NC(=O)COc1cccc2c1OC(C)(C)C2,-2,-6,2,25,17,5,1,-0.9
C/C(CC(=O)Nc1cc(Cl)ccc1Cl)=N\NC(=O)c1ccco1,3,15,1,44,28,6,-1,-0.7
CCN1CCN(c2ccc([N+](=O)[O-])cc2C(=O)c2ccc(Cl)cc2)CC1,-4,-2,11,-1,44,30,2,-1.7
COc1ccc(N(CC(=O)NCc2ccccc2Cl)S(=O)(=O)c2c(C)noc2C)cc1,-3,-11,2,32,13,-1,-7,0.9
COc1ccc(N2CCN(C(=O)CCc3ccc(S(=O)(=O)NCC(C)C)cc3)CC2)cc1,2,-35,-19,-7,20,16,-1,-0.4
Cc1ccn(Cc2n[nH]c(=S)n2Cc2ccccc2)n1,-4,4,0,0,15,8,-3,-1.4
CCN(CC)CCCNc1nc(-n2nc(C)cc2C)nc2sc3c(c12)CC(C)(C)OC3,-3,-17,4,2,20,-16,4,1.9
CCNC(=O)NC(=O)CSc1ccc(NC(C)=O)cc1,-5,-1,7,0,-18,5,-3,-1.4
O=C(C1CCN(S(=O)(=O)c2cnc[nH]2)CC1)N1CCc2ccccc2C1,0,18,5,15,29,1,-1,0.6
COc1cccc(CNC(=O)Cc2ccc(Br)cc2)c1,-4,-27,-13,5,-6,5,1,1.9
O=C(Nc1ccccc1C(=O)O)c1cc(S(=O)(=O)N2CCCCC2)c(Cl)cc1Cl,8,23,2,17,-16,13,3,1.8
CCn1c(O)c2ccc(C(=O)N=NC(=O)c3ccccc3)cc2c1O,-1,0,-10,-17,16,-16,-5,-1.3
O=C(Cn1c(=O)n(Cc2ccccc2)c(=O)c2ccccc21)NCc1ccco1,-2,-4,8,-5,1,-6,-1,-0.4
Nc1ccccc1C#CC(=O)c1ccccc1,-2,-109,7,-62,96*,52*,-8,-5.4
Cc1c(C(=O)c2ccc(Cl)cc2Cl)cnc2cc3c(cc12)OCO3,0,-5,11,24,1,0,-4,-0.8
CCn1nnc(-c2ccccc2NC(=O)C(F)(F)F)n1,1,-16,7,10,-28,-26,-3,-2.3
CCN1CCN(Cc2ccc(NC(=O)c3ccc(C)c(NC(=O)N4CCNC4=O)c3)cc2C(F)(F)F)CC1,1&-1,-23&-13,8&14,2&-5,59*,-15&1,-1&-1,-2.1&-1.1

# Profiles as entered above:
# CC(=O)Nc1ccc(N=c2cc([N+](=O)[O-])cc(Cl)n2O)cc1 is entered as APJ ag: 0; 697 NFkB inh: 11; APJ antag: -41; tim23-1 inh: 8; Mdm2-MdmX inh: 18; Jurkat NFkB inh: 9; UPR XBP1 act: -3; CHOP UPR activ: 2.0
# O=C(C1CCN(S(=O)(=O)c2cnc[nH]2)CC1)N1CCc2ccccc2C1 is entered as APJ ag: 0; 697 NFkB inh: 18; APJ antag: 5; tim23-1 inh: 15; Mdm2-MdmX inh: 29; Jurkat NFkB inh: 1; UPR XBP1 act: -1; CHOP UPR activ: 0.6

# Screening results (PubChem BioAssay)
